High-throughput results (PubChem BioAssay)
HIV peptide binding = cell-free HIV fusion peptide-binding blockers – biochemical, uHTS, fluorescence dequenching, primary screen (AID 1986). one-dose inhibition, % at 20 µM; IC50 in µM for titrated hits. hit rate 0.3% among 290,000. cell-free peptide binding, fluorescence dequenching, 30 min; higher % means a stronger effect; in the data active = inhibition mostly above about 52%, no sharp cut-off; inactive = mostly below about 76%; also: some results filed as inactive read as strong as hits
Large T inhibition = TAg ATPase/helicase activity blockers – biochemical (AID 1903). SV40 large T antigen ATPase/helicase inhibition assay; higher % means a stronger effect. inhibition, % at 20 µM, or IC50 in µM where a hit was titrated. hit rate 0.39% among 310,000; in the data active = a potency from the dose series; also: strong numbers were not always called active
K1F lysis inhibition = inhibition of K1F phage lysis, E. coli UTI89, bacterial capsule biogenesis inhibitors, alamar blue (AID 488966) | hit rate 0.02% among 340,000 | E. coli UTI89 K1F phage lysis, alamar blue, 2 h; higher % means a stronger effect | one-dose inhibition, % at 100 µM; IC50 in µM for titrated hits;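 active = phage lysis inhibition, versus mean bacterial control, above a set limit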;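 also: capsule biogenesis inhibitors block K1F phage lysis so surviving cells raise fluorescence; higher fluorescence means more inhibition of phage lysis; actives were called in the ten point dose series up to 300 µM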
RSV antiviral HEp-2 = RSV antiviral activity via CPE protection, HEp-2 cells, primary 10 µM value included (AID 2391). HEp-2 cells, RSV-induced CPE inhibition; higher % means a stronger effect. CPE inhibition, % at 10 µM, or IC50 in µM where a hit was titrated. hit rate 0.13% among 310,000; in the data active = a potency from the dose series; also: strong numbers were not always called active
NS5 inhibitors = Dengue-2 NS5 methyltransferase inhibitors, primary screen, biochemical, confirmation dose response (AID 588689); hit rate 0.3% among 340,000; Dengue-2 NS5 methyltransferase capping enzyme assay, biochemical; higher % means a stronger effect; one-dose inhibition, % at 25 µM; IC50 in µM for titrated hits; in the data active = a potency from the dose series
GPR55 LPI antagonism = inhibition of LPI-stimulated GPR55 beta-arrestin translocation – imaging, U2OS, beta-arrestin-GFP, LPI agonist, primary screen (AID 2013); one-dose inhibition, % at 10 µM; IC50 in µM for titrated hits; U2OS GPR55 beta-arrestin-GFP translocation imaging, LPI antagonism; higher % means a stronger effect; hit rate 0.13% among 290,000;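 active = spots per cell inhibited over 60%, with over 100 cells counted and total cytoplasm intensity under 500,000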;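 also: U2OS cells stably carrying GPR55 and arrestin-GFP stimulated by 5 µM LPI near EC80; imaged beta-arrestin-GFP aggregate spots per cell after agonist stimulation; plate controls were LPI-stimulated DMSO wells for no effect and DMSO wells without LPI for full effect; some results filed as inactive read as strong as hits; confirmed hits need IC50 under 10 µM and bright autofluorescent wells are also inconclusive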
Rac1 GTP hydrolysis = MgcRacGAP GTPase-activating activity inhibitors, confirmation, biochemical, ADP Hunter fluorescence; MgcRacGAP-stimulated Rac1 GTP hydrolysis, ADP Hunter fluorescence; higher % means a stronger effect; GST-tagged Rac1 F28L mutant substrate; hit rate 0.6% among 340,000; inhibition, % at 30 µM; hits with a dose series show IC50 in µM;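 active = first-screen hits whose inhibition reached a set limit at any dose in the follow-up dose series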;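 also: fluorescence reports GDP produced by GAP-driven GTP hydrolysis; strong numbers were not always called active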
PhoP inhibition = inhibitors of PhoP regulon expression, primary screen, Salmonella Typhimurium, GFP reporter (AID 1863); hit rate 0.16% among 300,000; S. Typhimurium PhoP-regulated promoter GFP reporter, 4 h; higher % means a stronger effect; inhibition, % at 50 µM; hits with a dose series show IC50 in µM;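 active = inhibition over 29.93%, a cutoff 3 SD above the screen mean, later confirmed by dose response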;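 also: 0% = low Mg2+ inducing control and 100% = high Mg2+ repressing control; strong numbers were not always called active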
GPR35 antagonists = GPR35 antagonists blocking zaprinast-driven arrestin recruitment, primary screen, imaging, U2OS, beta-arrestin-GFP, zaprinast agonist (AID 2058); U2OS GPR35 beta-arrestin-GFP translocation imaging, zaprinast antagonism; higher % means a stronger effect; inhibition, % at 10 µM; hits with a dose series show IC50 in µM; hit rate 0.052% among 290,000;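 active = inhibition of at least 50% with at least 30 cells and total cytoplasm GFP at most 10,000,000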
The depositor's hits bear a star; x = no result given; [ ] = another dose, or the depositor's remark. The order is random; any-hit rate near 1.5%.

| canonical_smiles | GPR35 antagonists | Large T inhibition | NS5 inhibitors | GPR55 LPI antagonism | Rac1 GTP hydrolysis | RSV antiviral HEp-2 | HIV peptide binding | PhoP inhibition | K1F lysis inhibition |
| --- | --- | --- | --- | --- | --- | --- | --- | --- | --- |
| O=C(NCCSc1ccccn1)c1ccc(Cl)cc1Cl | -14% | -2% | 5% | 4% | 8% | -1.6% | -1.4% | -4% | 0.6% |
| Cc1ccc2c(c1)N(CCC(=O)NC1CC1)C(=O)C(C)O2 (centres undefined) | 4% | -1% | -2% | -18% | 5% | 0.3% | 1.4% | -10% | 0.0% |
| Cc1nc2sc(C(c3cccs3)N3CCC4(CC3)OCCO4)c(O)n2n1 (centres undefined) | 12% | 1% | -1% | 10% | 2% | 2.5% | 0.5% | -17% | -0.3%[50 µM] |
| COc1ccccc1NC(=O)c1ccc(NC(=O)C2COc3ccccc3O2)cc1 (centres undefined) | 2% | -6% | -2% | -6% | 6% | 4.9% | 1.9% | 1% | 0.5% |
| O=C1CC(N2CCOCC2)=NN1c1ccc([N+](=O)[O-])cc1 | 1% | 25% | 9% | 2% | 3% | 5.1% | 8.5% | -6% | -1.7% |
| Cc1ccc(-c2[nH]nc(N)c2N=Nc2ccccc2C)cc1 | 4% | 4% | 0% | -19% | 3% | 4.8% | -3.0% | 20% | -0.4% |
| COc1cc(C2C(C(C)=O)=C(O)C(=O)N2CCN(C)C)ccc1O (centres undefined) | -3% | 17% | -3% | 15% | 18% | 0.6% | 1.2% | 2% | 0.0% |
| O=C(Nc1ccc2oc(-c3ccccc3Cl)nc2c1)c1cncc(Br)c1 | -1% | 18% | -6% | 6% | 8% | 5.0% | 11% | -6% | 0.2% |
| COc1ccccc1OCCC(=O)OCC(=O)NCc1ccc(Cl)cc1 | 4% | -2% | -2% | 4% | 1% | 0.4% | -1.0% | 3% | 0.4% |
| O=C(CO/N=C/c1ccc(OC(F)F)cc1)NCc1ccc(F)cc1 | 21% | 5% | -6% | -6% | 5% | 1.2% | -1.2% | 10% | 0.4% |
| CCOC(=O)NCc1ccc(Cl)c(Cl)c1 | 2% | 4% | 7% | 1% | 5% | 1.2% | 1.4% | 10% | 0.3% |
| CCCCNC(=O)CS(=O)Cc1nc(-c2cccc(C)c2)oc1C (centres undefined) | -4% | 9% | 5% | 6% | 14% | 2.4% | -1.3% | -1% | 0.7% |
| C/C=C/c1ccc(OCCCNC(C)CC)c(OC)c1 (centres undefined) | 4% | 17% | -2% | -8% | 22% | 0.9% | 0.1% | -3% | -0.2% |
| COc1ccc(-n2cc(C(=O)Nc3cc([N+](=O)[O-])ccc3OC)c3ccccc3c2=O)cc1 | 10% | -1% | 3% | -15% | 6% | 3.3% | 2.6% | 2% | 7.6% |
| CCOC(=O)c1[nH]c2ccccc2c1NC(=O)C1CCCCC1 | 0% | -1% | 3% | -11% | 15% | -0.1% | 0.2% | -8% | 0.2% |
| O=S(=O)(c1ccc(-c2ccccn2)s1)N1CCC2(CC1)OCCO2 | 10% | 19% | x | 8% | x | x | -0.4% | 0% | x |
| COc1ccccc1N(CC(O)COc1ccccc1C)S(=O)(=O)c1ccccc1 (centres undefined) | 12% | 1% | -5% | 1% | 3% | 6.4% | -2.1% | 8% | -0.1%[50 µM] |
| COCCCNC(=O)C(=O)NC1CCCCCC1 | -2% | 4% | -2% | -1% | 1% | 0.4% | 0.0% | -17% | 1.5% |
| COc1cc(C(C(=O)NC2CCCC2)N(Cc2ccccc2)C(=O)c2snc(C(N)=O)c2N)ccc1O (centres undefined) | 4% | 0% | -4% | -4% | -4% | 0.2% | -0.7% | 4% | -0.4% |
| Nc1nnc(SCC(=O)Nc2cccc3ccccc23)s1 | 7% | 1% | -3% | -10% | 6% | 4.1% | 0.6% | 1% | 0.7% |
| Cc1ccc(S(=O)(=O)Nc2cc(C(F)(F)F)ccc2N2CCOCC2)cc1C | -9% | 0% | -5% | 6% | 6% | 2.9% | -1.9% | -8% | -5.7% |
| CCOCC(=O)Nc1cc([N+](=O)[O-])ccc1OC | 13% | 2% | -3% | 3% | 4% | 1.0% | 0.5% | 1% | 1.5% |
| COc1ccc(/C=N/NC(=O)CNC(=O)c2ccncc2)cc1OC | -11% | -4% | 1% | 4% | 8% | -0.4% | -0.7% | -2% | 0.2% |
| Cn1ncc([N+](=O)[O-])c1C(=O)N1CCOCC1 | 14% | -7% | 7% | 13% | 2% | 0.8% | 0.8% | 9% | 0.8% |
| c1ccc(Cn2c[n+](Cc3ccccc3)cn2)cc1 | -5% | 1% | -10% | 6% | -15% | x | -1.5% | -1% | 0.8% |
| CCN(CC)S(=O)(=O)c1ccc2c(c1)c(=O)c(C(=O)NCCN(C)CCc1ccccc1)cn2C | 0% | 6% | -4% | 13% | 4% | -1.5% | 0.2% | -4% | 0.1% |
| COc1ccc(S(=O)(=O)N2CCOCC2)cc1C(=O)N(C)CCOc1ccc(Cl)cc1 | x | x | 3% | x | 6% | 0.9% | x | x | 0.1%[50 µM] |
| Cc1cccn2c(=O)nc(SCC(=O)NCc3ccccc3Cl)nc12 | x | 2% | 4% | x | 4% | -1.6% | x | 2% | 0.6%[50 µM] |
| OC1CCN(c2c3c(nc4cc(-c5cccc(F)c5)nn24)CCCC3)CC1 | -14% | -10% | -5% | -3% | 2% | 6.8% | -1.2% | 8% | 3.0% |
| CC1CCc2nc3ccccc3c(C(=O)OCC(=O)N(C)C3CCS(=O)(=O)C3)c2C1 (centres undefined) | 1% | 8% | 1% | 5% | 7% | 0.3% | 1.0% | 4% | -0.1% |
| O=S(=O)(CC(c1ccccc1)N1CCCCC1)c1ccc(Cl)cc1 (centres undefined) | 10% | 0% | x | -3% | x | 1.9% | -1.1% | -3% | x |
| CCCCN(c1nc2ccccc2nc1Cl)S(=O)(=O)c1ccc(C)cc1 | 2% | -1% | -3% | 4% | 8% | 9.2% | 2.9% | 0% | 0.1% |
| CSc1ccccc1NC(=O)c1ccc([N+](=O)[O-])cc1 | 3% | 4% | -2% | -11% | -4% | 4.6% | 0.5% | 2% | 0.0% |
| Cc1ccsc1C(=O)N(CC(C)C)c1c(N)n(Cc2ccccc2)c(=O)[nH]c1=O | 12% | 19% | -3% | 20% | 5% | 0.1% | -0.4% | 18% | -0.2% |
| CCOC(=O)/C=C/C(=O)OCC(=O)Nc1c(Cl)cccc1Cl | -11% | 11% | -39% | 17% | 11% | -0.1% | -0.6% | -7% | 0.1% |
| COCCNCCOc1ccc(C)cc1[N+](=O)[O-] | -7% | 63% | -1% | 7% | 28% | -0.3% | -3.7% | -2% | 0.0% |
| COc1ccc(NC(=O)CSc2nc(C(C)C)nc3c2c(=O)n(C)c(=O)n3C)c(OC)c1 | 7% | 24% | -9% | 21% | 4% | -0.1% | 0.9% | -2% | 0.7% |
| O=C(O)C(Cc1ccccc1)n1cnnn1 (centres undefined) | 13% | -4% | -6% | 25% | 6% | 1.1% | 31% | -7% | 4.4% |
| O=C(NCc1cccnc1)C(=O)NCC1CCCO1 (centres undefined) | -10% | 9% | 1% | 21% | 14% | 1.1% | 0.8% | -8% | -0.1% |
| COC(=O)c1ccc(CON2C(=O)c3ccccc3C2=O)cc1 | 6% | 11% | -10% | 13% | -4% | 2.4% | 0.8% | -4% | -3.9% |
| Cc1cc(NC(=O)CCC(=O)N(CC(=O)NCC2CCCO2)c2cccc(F)c2)no1 (centres undefined) | 10% | 2% | 6% | 12% | 6% | 0.9% | 2.0% | 8% | 0.3% |
| FC(F)(F)c1ccccc1NC(=S)NC1CCN(Cc2ccccc2)CC1 | 10% | -3% | -5% | 2% | 6% | 1.4% | -1.2% | -4% | 0.4% |
| O=[N+]([O-])c1nn(-c2ccccc2)n(O)c1=NC1CCN(Cc2ccccc2)CC1 | 6% | 7% | 0% | 2% | -2% | 1.0% | -0.1% | 2% | 0.0% |
| Cc1cc(C)c(C)c(OCCNCc2ccccc2)c1 | 8% | 10% | -6% | 1% | 105µM* | 9.3% | -1.2% | -2% | 2.7% |
| C=CCn1c(SCC(=O)Nc2ccccc2C)nc(O)cc1=O | -11% | -2% | -9% | 4% | 3% | -0.5% | 1.1% | 5% | 0.2% |
| CC1CCN(C(=O)COC(=O)Cc2c[nH]c3ccccc23)CC1 | 1% | 13% | -3% | 7% | 3% | -0.1% | -1.2% | 12% | 1.3%[50 µM] |
| Cc1ccc(S(=O)(=O)NC(CC(C)C)C(=O)N2CCCCCCC2)cc1 (centres undefined) | x | 11% | 1% | x | -2% | 0.6% | x | -9% | 0.3%[50 µM] |
| CCCCCCn1c(N2CCN(c3ccccc3)CC2)nc2c1c(=O)[nH]c(=O)n2C | 16% | 0% | 6% | -7% | 11% | 3.8% | -3.3% | -11% | 0.5% |
| O=C(OCc1nc(-c2ccccc2)oc1COC(=O)c1ccco1)c1ccco1 | 8% | 9% | -7% | 5% | 12% | 0.1% | -0.1% | -7% | -0.1% |
| O=C(O)c1ccc(NC(=O)c2ccc(COc3ccccc3)o2)cc1 | 3% | 3% | -1% | 8% | 4% | 1.8% | 0.7% | -5% | -0.5%[50 µM] |
| Cc1ccc2cc(CN(C(=O)c3ccco3)c3cccc(C)c3C)c(=O)[nH]c2c1 | 5% | 21% | 2% | -3% | 8% | 0.4% | 1.7% | 1% | 0.8%[50 µM] |
| CC(C)OCCCN(C)C1CCN(S(=O)(=O)c2ccc(-c3ccc(=O)[nH]n3)s2)CC1 | -24% | 0% | 0% | -16% | 13% | -1.3% | 0.4% | -3% | -0.1% |
| N#CC1=C(N)NC(SCC(=O)c2ccc(Br)cc2)=C(C#N)C12CCCCC2 | -20% | 3% | -9% | 18% | -1% | 10% | 0.2% | -5% | 0.2% |
| COc1ccc(C(CC(=O)Nc2nccs2)C(C)C)cc1 (centres undefined) | 11% | 8% | -3% | -16% | x | 1.2% | 0.8% | -6% | 0.3%[50 µM] |
| CCOc1ccccc1NC(=O)C(CC(C)C)NC(=O)C1CCC(C)CC1 (centres undefined) | 0% | 18% | -4% | 13% | 5% | 1.3% | 8.9% | -5% | -0.2% |
| CC(=O)c1cccc(NC(=S)N2CCN(CCN3C(=O)c4cccc5cccc(c45)C3=O)CC2)c1 | 23% | 21% | -4% | 10% | 9% | 3.4% | 2.9% | -4% | -1.1% |
